Screening data: PubChem, several laboratories
DAGLB inh: blocks human DAGLB lipase activity; Q8NCG7; HEK293T DAGLB membrane lysate, EnzChek fluorogenic substrate; inhibition, % at 5.17 µM; 340,000 compounds, 0.059% hits; AID 504411; in the data active = inhibition above about 34%;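 also: 0% = enzyme with vehicle and 100% = wells lacking enzyme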
Target sequence (Q8NCG7 whole entry, looked up): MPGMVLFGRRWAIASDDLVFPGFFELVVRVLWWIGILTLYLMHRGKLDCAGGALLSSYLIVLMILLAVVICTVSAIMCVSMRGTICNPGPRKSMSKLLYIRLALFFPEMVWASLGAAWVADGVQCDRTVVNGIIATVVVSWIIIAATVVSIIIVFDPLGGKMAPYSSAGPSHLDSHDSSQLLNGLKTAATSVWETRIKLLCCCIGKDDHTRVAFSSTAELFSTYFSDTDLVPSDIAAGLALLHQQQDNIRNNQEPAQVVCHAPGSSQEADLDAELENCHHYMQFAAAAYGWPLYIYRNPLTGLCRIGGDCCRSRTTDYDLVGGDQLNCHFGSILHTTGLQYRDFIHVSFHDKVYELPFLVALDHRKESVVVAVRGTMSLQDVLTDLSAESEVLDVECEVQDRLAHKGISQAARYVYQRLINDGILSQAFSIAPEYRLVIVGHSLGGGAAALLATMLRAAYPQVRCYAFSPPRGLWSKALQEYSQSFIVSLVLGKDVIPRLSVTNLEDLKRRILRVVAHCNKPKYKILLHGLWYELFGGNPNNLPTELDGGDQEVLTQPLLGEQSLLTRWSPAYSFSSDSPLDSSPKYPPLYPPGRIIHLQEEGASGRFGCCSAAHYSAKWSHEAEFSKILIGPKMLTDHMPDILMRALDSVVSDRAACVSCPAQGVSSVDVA
Rtt109 Vps75: inhibitors of Candida albicans Rtt109/Vps75 histone acetyltransferase; inhibition, % at 34.9 µM; AID 540336; purified Rtt109/Vps75, ThioGlo CoA-SH fluorescence, 4 h; 330,000 compounds, 0.16% hits;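 active = inhibition of at least 50% in every replicate; inconclusive = best replicate reaches 50% inhibition but some replicates fall short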
Target sequence (Q5AAJ8 whole entry, looked up): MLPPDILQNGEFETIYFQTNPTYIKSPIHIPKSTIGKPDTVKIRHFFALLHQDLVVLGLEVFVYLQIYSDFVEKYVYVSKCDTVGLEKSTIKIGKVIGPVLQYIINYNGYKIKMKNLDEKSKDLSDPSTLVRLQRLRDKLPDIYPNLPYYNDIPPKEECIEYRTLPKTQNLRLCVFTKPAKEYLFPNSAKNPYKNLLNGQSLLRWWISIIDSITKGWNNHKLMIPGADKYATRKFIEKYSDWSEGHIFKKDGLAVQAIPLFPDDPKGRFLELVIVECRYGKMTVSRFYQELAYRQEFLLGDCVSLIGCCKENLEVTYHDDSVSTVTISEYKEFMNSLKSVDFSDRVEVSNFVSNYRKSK
phage Ecoli inh: E. coli growth loss with phage present; growth absorbance; inhibition, % at 11.9 µM; 360,000 compounds, 0.26% hits; in the data active = inhibition above about 11%
E coli growth: reduces bacterial viability in AddAB counter-screen | E. coli V3065 growth, OD600 absorbance, 18 h | inhibition, % at 11.9 µM | 330,000 compounds, 0.27% hits | AID 449728;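 active = inhibition above the campaign's mean inhibition across all tested compounds plus 3 SD, cut at about 9.9% in these data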;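 also: uninfected addAB+ strain grown without phage in ampicillin broth; 0% = DMSO wells and 100% = ciprofloxacin 0.95 µg/ml wells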
AddAB inh: less growth of phage-infected E. coli with AddAB; E. coli expressing H. pylori AddAB, absorbance growth; inhibition, % at 11.9 µM; 330,000 compounds, 0.29% hits; AID 435030; in the data active = inhibition above about 12%;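 also: 0% = vehicle wells of infected cells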
PvdQ inh: blocks Pseudomonas aeruginosa PvdQ acylase activity. 340,000 compounds, 0.063% hits. AID 488965. purified PvdQ acylase, fluorescence plate reader. inhibition, % at 10 µM; in the data active = inhibition above about 30%, passing the limit was not always enough; inconclusive = no clear call, values can overlap the other calls;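 also: 0% = vehicle neutral wells and 100% = reference inhibitor wells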
CAL PDZ FP: blocks peptide binding to human CAL PDZ domain; Q9HD26; purified CAL PDZ, TMR-peptide fluorescence polarization, 1 h; inhibition, % at 20 µM; 330,000 compounds, 0.02% hits; AID 504414;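 active = highest replicate inhibition of at least 40%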;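 also: plate controls were DMSO neutral control wells for no effect and unlabeled competitor peptide control wells for full effect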
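Test system: purified CerCALP PDZ construct; Compound dosing: one concentration, 20 µM compound; Also added: TMR-labelled reporter peptide T*-PRC34 bound in PDZ groove; Read-out: inhibition from polarization loss; Controls: unlabelled peptide and DMSO controls; Signal: FP readout, S and P plane fluorescence; Incubation: 1 h at RT.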
Wnt act: Wnt/beta-catenin pathway activation; Wnt/beta-catenin reporter cell assay, activator, plate reader; activation, % at 9.35 µM; 300,000 compounds, 1.2% hits; in the data active = activation above about 30%, passing the limit was not always enough; inconclusive = no clear call, values can overlap the other calls;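 also: 0% = neutral control wells and 100% = positive control wells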
Tat transport: inhibitors of E. coli Tat protein transport; E. coli MC4100 TorA-mCherry Tat export, fluorescence; inhibition, % at 10 µM; 340,000 compounds, 0.036% hits;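 active = mean replicate inhibition at least 50% and at least half of replicates individually reaching 50%; inconclusive = only one of the two criteria met; inactive = neither criterion met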;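 also: exported cargo escapes ClpAP degradation while cytoplasmic cargo is degraded and loses fluorescence; 0% = median of neutral control wells and 100% = median of NaSCN control wells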
PfHsp90 yeast 2: reduces growth (ATP signal) of yeast expressing P. falciparum Hsp90; S. cerevisiae expressing PfHsp90, BacTiter-Glo ATP, 48 h; yeast lacking PDR1 and PDR3 efflux regulators; inhibition, % at 9.4 µM; 310,000 compounds, 0.32% hits; AID 504621;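 active = every replicate shows inhibition above about 80%, whatever the replicate mean, limit read from the data; inconclusive = mean inhibition reaches the set limit but some replicate falls short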;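 also: 0% = DMSO neutral controls and 100% = 20 µM radicicol positive controls; yeast relying on Plasmodium falciparum Hsp90 in place of its own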
* hit, by the source's call; ? = inconclusive; . = not tested or not shown.

SMILES	DAGLB inh	Rtt109 Vps75	phage Ecoli inh	E coli growth	AddAB inh	PvdQ inh	CAL PDZ FP	Wnt act	Tat transport	PfHsp90 yeast 2
CCOC(=O)c1oc2ccccc2c1NC(=O)Cc1cccs1	-7	2	1.6	0.9	0.4	0	.	.	5	.
CC1/C(=N/O)C(CN(C)C)C2CC1C2(C)C (stereo unspecified)	0	-2	2.8	-3.8	2.2	-11	1.4	.	0	.
COc1ccc(N(C(=O)CNC(=O)c2ccco2)C(C(=O)NC2CCCCC2)c2cccnc2)cc1 (stereo unspecified)	2	-5	-0.8	-0.3	2.0	-17	-2.0	-4	1	-4
COC(=O)c1ccc(CN2CCc3ccccc32)cc1	-9	-3	3.4	-0.5	6.0	-2	.	-2	1	8
CCOC(=O)Cc1csc(NC(=O)Nc2cccc(Cl)c2)n1	2	1	9.2	5.1	6.4	-4	-1.8	0	-8	-19
C=CCn1c(-c2csc(-c3ccc(OC)c(OC)c3)n2)n[nH]c1=S	0	0	1.6	-4.0	-1.8	-8	0.0	3	-8	-125
CO/N=C(/C)CCS(=O)(=O)c1ccccc1	0	3	4.4	1.4	1.3	-10	0.4	-3	-2	-14
CCN1C(=O)CSc2ccc(C(=O)NCc3ccco3)cc21	1	-1	5.7	-0.2	2.6	6	0.0	-2	0	16
O=S(=O)(c1ccc(NC2CCCc3ccccc32)nc1)N1CCOCC1 (stereo unspecified)	-2	9	2.0	0.3	2.9	5	-0.2	-2	2	11
COc1ccc(NC(=O)c2sc(SC)nc2N)cc1	1	-9	1.3	0.1	0.3	-13	-1.0	.	0	6
CC(=O)Oc1ccc(NC(=O)CCC2CCCCC2)c(C(=O)O)c1	4	6	-0.6	-2.3	1.4	6	-1.9	-2	2	0
O=C(c1cccc(S(=O)(=O)Nc2ccccc2Cl)c1)N1CCN(C(=O)c2ccco2)CC1	-1	3	-1.4	2.8	0.1	-19	-2.0	0	-4	-3
CCCCOC(=O)c1ccc(NC(=O)COC(=O)C2CSC3(C)CCC(=O)N23)cc1 (stereo unspecified)	-5	-1	-0.9	0.4	0.3	-10	-2.6	3	3	.
COc1cc(C=O)ccc1OCC(=O)Nc1ccc2c(c1)OCO2	-4	-9	2.0	-0.3	-0.3	2	-0.8	0	1	3
Cc1c(Cl)cccc1NC(=O)CCCCCN1C(=O)CCC1=O	-2	0	-0.2	-5.2	0.2	-9	-1.5	-2	1	38
N#CC12COC3(CCCCC3C1(C#N)C#N)OC2=N (stereo unspecified)	0	-71	-2.9	-1.5	0.0	-14	-0.4	-1	6	-9
CC(=O)Nc1cccc(OCC(=O)Nc2ccccc2)c1	-3	0	2.9	-2.2	3.3	2	0.3	38*	-2	.
COc1cccc(Cl)c1NC(=O)N1CCN(c2ccnc3cc(Cl)ccc23)CC1	-1	1	5.1	-1.0	1.2	-15	-1.2	-1	4	-41
CCS(=O)(=O)N1CCN(c2ccc(C(=O)NC3C4CC5CC(C4)CC3C5)cc2[N+](=O)[O-])CC1 (stereo unspecified)	-1	0	2.5	2.8	1.4	-3	-1.9	6	1	-8
O=C(COC(=O)CNC(=O)c1ccccc1)Nc1ccc(S(=O)(=O)N2CCCC2)cc1	0	0	3.8	-3.4	2.7	-1	0.0	-12	0	-3
O=C(c1ccncc1)N1CCN(S(=O)(=O)c2cccc(Cl)c2)CC1	0	-7	4.8	-1.0	0.2	-8	-0.1	-1	-1	-34
COc1ccc(S(=O)(=O)N2CCN(CC(=O)Nc3ccccc3Cl)CC2)cc1	2	2	-2.9	2.9	0.0	-13	-0.8	-1	-2	13
CC1CC(C)CN(CCCNC(=O)Cc2c(C(=O)O)[nH]c3ccccc23)C1 (stereo unspecified)	-1	-9	-0.6	0.9	1.4	-18	-0.8	5	-6	-10
COC(c1ccccc1)c1nnc(CCC(=O)NCCc2ccc(Cl)cc2)o1 (stereo unspecified)	2	-24	3.3	0.3	0.3	-11	.	1	3	-4
Cc1ccc(S(=O)(=O)N2CCOCC2)cc1C(=O)N1CCN(c2ncccn2)CC1	0	-11	3.8	.	.	2	-0.4	-1	10	4
(next part)
SMILES	DAGLB inh	Rtt109 Vps75	phage Ecoli inh	E coli growth	AddAB inh	PvdQ inh	CAL PDZ FP	Wnt act	Tat transport	PfHsp90 yeast 2
COc1cccc(/C=N/NC(=O)C(=O)N2CCCC2)c1O	2	-1	-1.6	-1.1	-1.3	-8	-2.0	1	-3	-25
Cc1cccc(NC(=O)c2ccc3c(c2)OCCO3)c1	1	-1	1.2	.	.	-6	-1.0	18	-4	17
CNc1nc(N)c([N+](=O)[O-])c(NCCO)n1	-1	-3	2.5	-0.8	0.5	10	-1.1	-2	-1	-27
C/C(CC(=O)Nc1ccc(N(C)C)cc1)=N\NC(=O)c1ccc([N+](=O)[O-])cc1Cl	1	0	-2.6	1.7	-0.9	-8	-0.8	5	-2	1
Cc1c(Cl)c([N+](=O)[O-])nn1CC(=O)Nc1c(C)n(C)n(-c2ccccc2)c1=O	2	-9	0.0	0.1	3.0	-12	-0.6	.	-1	13
COC(=O)C1(C)NC(c2ccco2)C2C(=O)N(c3ccc(C)cc3)C(=O)C21 (stereo unspecified)	-2	-2	2.1	0.6	-1.7	-2	-1.4	.	-6	.
CN(C)c1ccc(C#Cc2ccc3cc(CCCO)oc(=O)c3c2)cc1	6	-2	1.8	-1.3	1.2	-13	0.9	?	-8	-2
CCCc1cc(C(=O)N2CCN(c3ccc(C(F)(F)F)cn3)CC2)sc1C	-9	1	-0.1	-2.1	1.9	-16	-3.0	0	24	-38
O=C(O)CCN1C(=O)C2C3c4ccccc4C(c4ccccc43)[C@@H]2C1=O (stereo partly specified)	-2	-11	3.4	-0.1	2.6	2	-0.6	-6	-4	6
CNc1nc(Nc2ccccc2)nc(OCC(F)(F)F)n1	1	14	3.0	2.1	0.6	1	-0.6	0	0	14
Cc1cc(S(=O)(=O)N2CCN(c3ncccn3)CC2)ccc1-n1cnnn1	-3	2	2.7	2.6	0.7	-3	.	.	3	1
CC(C(=O)NCc1ccccc1)N1CCN(c2ccc(F)cc2)CC1 (stereo unspecified)	1	-5	2.1	-0.5	-1.2	2	-0.5	0	0	-15
CCCCc1cc(=O)oc2cc(C)cc(OC(C)C(=O)O)c12 (stereo unspecified)	-1	-28	2.2	-0.2	5.3	-15	-0.7	1	-2	-15
Cc1nc2ccccc2nc(C)c1=NOCc1ccccc1Cl	-1	-5	4.1	-0.6	1.0	10	-0.9	10	4	10
Cc1c(/C=C(\C#N)C(=O)NCc2ccccc2)cc(C#N)n1C	-2	8	2.5	0.9	1.2	4	-1.4	-1	-5	4
Cc1ccc(-c2nnnn2-c2ccc(C)cc2)cc1	-6	0	3.0	-0.1	-0.8	-16	-0.6	0	-3	-22
Cc1ccccc1C(=O)N1CCC(C(=O)NC2CCCCC2)CC1	1	2	1.2	2.1	3.3	-6	-2.0	-1	-6	33
COc1ccc(NS(=O)(=O)c2cc(NS(=O)(=O)c3cccs3)ccc2C)cc1	0	5	0.9	.	.	2	-2.9	-10	5	.
Cc1ccc(C(=O)OCC(=O)Nc2ccc3[nH]c(=O)[nH]c3c2)cc1S(=O)(=O)N1CCOCC1	-1	.	1.3	0.1	-0.9	-4	-0.3	4	-11	29
CCN(CC)CCNC(=O)c1ccc2c(c1)NC(=O)c1ccccc1S2	-3	5	2.0	.	.	4	-1.2	4	-2	-5
O=C1CCCC(=O)C1=C1SCCCS1	1	1	1.2	-2.0	2.7	-6	-0.1	4	-15	.
CCCC[C@H](CN[C@@H](CNC)[C@H](C)CC)NCCC12CCC(CC1)C2	-1	28	2.1	-3.1	2.1	4	-1.2	-13	10	-17
CC(C)C(=O)Nc1cccc(NC(=O)c2cc3ccccc3o2)c1	-1	9	4.1	0.0	3.1	-4	-3.9	27	-3	.
O=C(Nc1nccs1)c1ccc2c(c1)OCO2	0	-1	4.2	-0.6	1.9	-5	-1.3	22	-5	16
Cc1ccc(N2C(=O)[C@@H]3[C@H](C2=O)[C@H]2C=C(C(=O)c4ccccc4)C=CN2[C@@H]3C(=O)c2ccc(Cl)cc2)cc1	3	.	3.2	-1.3	0.7	8	-3.1	-5	2	2
The list continues:
SMILES	DAGLB inh	Rtt109 Vps75	phage Ecoli inh	E coli growth	AddAB inh	PvdQ inh	CAL PDZ FP	Wnt act	Tat transport	PfHsp90 yeast 2
CC(=O)Nc1c(I)c(C(=O)N[C@H]2C(O)O[C@H](CO)[C@@H](O)[C@@H]2O)c(I)c(N(C)C(C)=O)c1I (stereo partly specified)	-1	2	3.8	-0.3	-3.5	-5	0.1	2	-5	5
CS(=O)(=O)N1CCC(C(=O)N2CCN(C(c3ccccc3)c3ccccc3)CC2)CC1	3	17	2.7	1.9	-1.9	7	-1.0	0	1	26
O=C(Nc1ccc2nc(-c3cccs3)[nH]c2c1)c1ccco1	0	-9	1.7	1.1	0.4	-13	-2.1	.	-55	-9
COc1ccc(C(=O)NCCCNC(=O)c2ccc(C)nc2)cc1	2	-3	1.6	2.1	5.4	-8	-4.0	1	2	9
O=C(Nc1c(Cl)cccc1Cl)c1ccc(-c2ccccc2)cc1	-4	8	1.9	0.7	1.5	11	-0.5	.	-3	-1
CCOc1ccccc1NC(=O)NCc1cccnc1	0	4	1.8	-0.6	1.9	-9	-1.7	-1	-4	0
Cn1cc(CN2CCC(C(O)c3cccs3)CC2)c(-c2cccc(Cl)c2)n1 (stereo unspecified)	-4	-5	1.4	0.9	0.5	-7	-0.4	-2	-3	8
COc1ccccc1-c1ccc2nnc(SCC(=O)N3CCCC3)n2n1	-1	-4	3.1	1.0	1.1	7	-3.3	-1	-9	.
CCCc1nc(SCc2ccc(Cl)cc2Cl)n[nH]1	0	3	4.4	0.9	0.9	-10	-3.7	.	-1	.
O=C(CSc1nnnn1-c1ccccc1)Nc1ccccc1	-8	-2	2.9	0.5	3.4	2	2.0	-1	-4	-19
CCCCCc1nnc(NC(=O)c2ccc3nc[nH]c3c2)s1	16	-1	2.5	-0.5	-1.6	3	0.2	1	-8	-6
CC(C)C[C@@H]1NC(=O)[C@H](CO)NC(=O)c2cc([N+](=O)[O-])cc(I)c2OCC[C@@H](C(N)=O)NC1=O	2	10	.	3.6	1.1	-3	-1.0	.	10	-8
Cc1nn(C)c(C(=O)N/N=C/c2cccnc2)c1Cl	0	19	1.2	0.4	1.5	7	-1.8	1	-1	6
Cc1onc(-c2ccccc2)c1C(=O)N1CCN(c2ccc([N+](=O)[O-])cc2)CC1	1	-8	1.5	-0.5	2.7	-10	-0.5	-2	0	11
Cc1cc(=O)[nH]c(SCC(=O)Nc2nnc(CC(C)C)s2)n1	-1	3	1.0	1.8	3.8	-2	-0.1	.	-8	9
O=C(O)CCn1nnc2ccccc21	-1	-5	0.4	0.3	0.3	-5	-1.1	47*	-2	13
O=C(COC(=O)/C=C/c1cccc(Cl)c1)NCc1cccs1	-4	-3	3.2	0.3	1.3	4	-0.3	-1	5	30
N#Cc1cccc(Nc2c3c(nc4ccccc24)CCCC3)c1	2	-8	7.1	1.8	2.1	-11	-3.1	-6	?	23
Cc1cccc(COc2ccc(/C(O)=C3\C(=O)C(=O)N(CCN(C)C)C3c3ccncc3)cc2)c1 (stereo unspecified)	2	14	.	0.4	-2.2	7	-0.9	.	-1	7
